Screening data deposited in PubChem by several laboratories.
HGIII-sPLA2 inh – Blocks human group III sPLA2 activity. 370,000 compounds, 0.56% hits. Q9NZ20. inhibition, % at 12.2 µM. AID 743126. QFRET BODIPY PC-A2 liposome hydrolysis, fluorescence;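 active = inhibition above mean plus 3 SD of compounds lying within the high and low control bounds, cut at about 19% in these data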;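 also: 0% = median of test compound wells and 100% = no enzyme DMSO wells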
FXN GAA850 act – frataxin GAA850 promoter activation | activation, % at 6 µM | 360,000 compounds, 0.56% hits | HEK293 lucGAA850 FXN promoter luciferase reporter, 24 h; percent of 10 µM SAHA response;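 active = activation above the average of all compounds screened plus 3 SD, cutoff fixed separately per campaign, cut at about 7.5% in these data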;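 also: 0% = DMSO wells and 100% = 10 µM SAHA wells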
ASAP1 GAP inh – ASAP1 ArfGAP inhibition | inhibition, % at 16.5 µM | ASAP1-stimulated ARF1 GTP hydrolysis, GDP FP detection | AID 624377 | 360,000 compounds, 0.19% hits | Q9ULH1; in the data active = inhibition above about 25%;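 also: 0% = vehicle with enzyme and substrate and 100% = no enzyme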
Target sequence (Q9ULH1 325-724 limits assumed): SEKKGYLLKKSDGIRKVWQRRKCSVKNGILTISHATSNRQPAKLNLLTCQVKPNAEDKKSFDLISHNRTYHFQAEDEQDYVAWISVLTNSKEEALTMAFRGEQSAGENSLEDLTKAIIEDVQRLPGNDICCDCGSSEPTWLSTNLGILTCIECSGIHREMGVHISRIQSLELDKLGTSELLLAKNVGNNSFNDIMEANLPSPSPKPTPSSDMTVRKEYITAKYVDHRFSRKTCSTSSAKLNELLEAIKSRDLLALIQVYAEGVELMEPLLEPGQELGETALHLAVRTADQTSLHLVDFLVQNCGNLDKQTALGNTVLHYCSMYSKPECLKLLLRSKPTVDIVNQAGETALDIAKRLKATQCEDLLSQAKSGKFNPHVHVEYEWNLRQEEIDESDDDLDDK
proKLK7 act – activators of human kallikrein-7 zymogen; purified proKLK7, EDANS-DABCYL substrate fluorescence; 100% is mature enzyme control, 0% vehicle; activation, % at 7 µM; P49862; 370,000 compounds, 0.9% hits;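 active = activation above the mean of all tested compounds plus 3 SD, computed per campaign excluding outliers beyond control limits, cut at about 13% in these data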
ARFGAP1 inh – inhibits rat ARF GTPase activating protein 1 | Q62848 | Arfgap1-stimulated ARF1 GTP hydrolysis, GDP FP detection | inhibition, % at 16.5 µM | 360,000 compounds, 0.26% hits | AID 651572;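 active = inhibition above a per-plate limit, mean inhibition of low control wells plus 3 SD, cut at about 25% in these data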;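 also: 0% = DMSO wells with enzyme and 100% = wells lacking Arfgap1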
Target sequence (Q62848 1-136 limits assumed): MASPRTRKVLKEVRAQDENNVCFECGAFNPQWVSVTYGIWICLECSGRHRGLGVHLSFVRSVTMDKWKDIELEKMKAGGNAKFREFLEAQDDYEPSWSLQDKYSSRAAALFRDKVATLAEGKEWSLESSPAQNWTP
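Material: rat Arfgap1 catalytic domain, aa 1-136; also added: human ARF1(Δ1-17)-GTP substrate; compound dosing: one concentration, 16.5 µM, DMSO 1.26%; incubation: GTP hydrolysis reaction 2 h at 25 °C; measured by: Tracer-displacement fluorescence polarization with EDTA stop, 620/688 nm; evaluation: % inhibition from polarization; repeats: one replicate per compound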
GC-B act – GC-B (human) receptor activation; P20594; HEK293-GC-B cells, CNP EC30, cGMP TR-FRET; 0% at EC30 CNP, 100% saturating CNP; activation, % at 10 µM; 370,000 compounds, 0.11% hits; AID 1920062;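 active = activation at 10 µM reaching about 35% in either raw or pattern-adjusted values, limit read from the data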
GC-A act – GC-A (human) enzyme activation; 370,000 compounds, 0.14% hits; AID 1671463; HEK293 GC-A cells, cGMP TR-FRET, EC30 ANP; 0% at EC30 ANP, 100% saturating ANP; activation, % at 10 µM; P16066; in the data active = activation above about 40%
ADAM10 inh – ADAM10 inhibition, QFRET primary screen; O14672; recombinant ADAM10, EDANS/DABCYL FRET peptide cleavage, 3 h; inhibition, % at 7 µM; 370,000 compounds, 0.62% hits; AID 720582;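 active = inhibition above a per-campaign cutoff equal to the mean of compounds falling between control-based bounds plus 3 SD, cut at about 20% in these data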;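 also: 0% = DMSO wells while the 100% control is not disclosed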
rCAG RNA binder – molecules binding r(CAG) RNA repeats | 370,000 compounds, 1.3% hits | inhibition, % at 3 µM | r(CAG) RNA repeat, TO-PRO-1 dye displacement fluorescence;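 active = inhibition above the plate cutoff, the mean of all test compounds on that plate plus 3 SD, cut at about 35% in these data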;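 also: 0% = DMSO alone and 100% = 100 µM mitoxantrone as full dye displacement; higher means more dye released from RNA so lower well fluorescence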
Tn6 DDE FP – inhibitors of Tn6 peptide binding to human fibrin DD(E); AID 720509; P02675; 370,000 compounds, 0.21% hits; Fibrin DD(E) TRITC-Tn6 fluorescence polarization displacement; inhibition, % at 8.3 µM;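 active = inhibition above a per-campaign cutoff: mean of compounds within control limits plus 3 SD, cut at about 15% in these data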;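 also: 0% = median of all compound wells on the plate and 100% = blocking peptide control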
Target sequence (P02675 whole entry, looked up): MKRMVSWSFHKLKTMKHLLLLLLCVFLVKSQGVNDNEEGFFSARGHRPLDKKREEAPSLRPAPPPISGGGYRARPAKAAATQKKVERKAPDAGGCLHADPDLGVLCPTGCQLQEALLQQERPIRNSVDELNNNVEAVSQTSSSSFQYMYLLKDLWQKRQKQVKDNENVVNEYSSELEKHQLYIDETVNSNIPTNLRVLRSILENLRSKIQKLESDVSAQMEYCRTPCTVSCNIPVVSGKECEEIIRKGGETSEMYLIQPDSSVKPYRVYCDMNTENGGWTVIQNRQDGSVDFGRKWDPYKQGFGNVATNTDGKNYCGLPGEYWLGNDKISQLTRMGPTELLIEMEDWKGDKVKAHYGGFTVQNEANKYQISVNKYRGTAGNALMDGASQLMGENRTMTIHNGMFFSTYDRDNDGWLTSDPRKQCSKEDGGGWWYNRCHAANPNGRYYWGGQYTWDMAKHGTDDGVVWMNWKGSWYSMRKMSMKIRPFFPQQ
* = called active by the depositor; / = no result given.

SMILES	HGIII-sPLA2 inh	FXN GAA850 act	ASAP1 GAP inh	proKLK7 act	ARFGAP1 inh	GC-B act	GC-A act	ADAM10 inh	rCAG RNA binder	Tn6 DDE FP
COC(=O)c1cn(NC(=O)c2ccc3c(c2)OCO3)c(=O)c2ccccc12	-0.2	1.9	-0.9	-0.1	7.9	-3.0	0.1	-0.8	3.2	10.9
Cc1ccc(C)c(N2CCN(S(=O)(=O)c3ccc4c(c3)oc(=O)n4C)CC2)c1	1.1	-3.1	6.8	-0.5	11.7	-1.7	-4.3	10.9	2.5	4.3
CCOc1cc(S(=O)(=O)NCc2ccccc2)ccc1F	-9.9	0.1	10.8	1.0	1.9	-0.7	0.6	9.7	-0.6	0.9
Cc1ccc(-n2c(=O)cc(N3CCC(C)CC3)[nH]c2=O)cc1	0.3	-2.8	11.5	0.1	26.0*	-0.6	2.0	11.2	0.9	-1.9
O=C(CCCOc1ccccc1)Nc1ncccn1	5.0	4.6	5.1	-0.4	3.3	1.1	0.2	1.2	-2.0	2.2
CC(C)=CC(=O)OCC(=O)Nc1nc(C)c(Cl)cc1Cl	1.3	-1.5	-0.3	0.8	3.3	-0.4	1.0	-7.4	2.0	-4.6
O=C(CNc1cccc(Cl)c1)c1ccc(Cl)cc1	-4.1	-2.8	5.4	0.4	9.9	7.0	3.0	-2.2	2.4	-4.2
CC1CCCC(C)N1C(=O)COC(=O)c1n[nH]c(=O)c2ccccc12 (stereo not drawn)	1.3	-1.1	3.2	0.0	-16.9	-4.6	-0.9	-0.2	0.5	-3.9
OCCC1CN(C2CCSCC2)CCN1C1CCCC1 (stereo not drawn)	4.6	0.6	-8.1	-0.3	-3.4	0.8	-1.3	-7.7	-2.2	-0.1
Cc1ccc(OCCn2cc(/C=N/NC(=O)c3ccncc3)c3ccccc32)cc1	-9.9	-2.0	-6.2	-2.6	-1.7	-0.9	-12.1	0.0	9.2	-8.7
CC(=O)c1ccc(NC(=O)CC23CC4CC(C2)CC(n2nnc(C)n2)(C4)C3)cc1	-1.2	-2.0	4.9	-0.3	-4.5	0.0	-3.0	6.7	-4.3	6.5
CCOC(=O)[C@]12CCCC3=C1N(CCC3)C(=O)[C@@H](CC(=O)N1CCCC1)C2	4.4	/	/	1.0	/	-0.6	-3.8	-1.1	-0.4	-0.3
Cc1ccc(NC(=O)CSc2nc3sc(C)cc3c(=O)n2C)cc1	7.3	2.2	1.9	0.0	3.0	3.8	2.0	-6.7	2.4	-1.4
CCCC(=O)Nc1c(-c2ccc(C)cc2)c(=O)c2ccccc2n1C	5.9	-0.1	2.4	0.3	-1.7	-1.1	-0.1	-64.0	1.2	-4.7
O=C1OCCC1Sc1nc2ccccc2c(=O)n1-c1ccc(F)cc1 (stereo not drawn)	-2.6	3.6	-6.6	0.0	-0.1	-4.8	-0.7	-1.3	-3.8	-2.6
CCCn1c(SCC(=O)Nc2nnc(C)s2)nnc1C1CC1	1.5	-0.4	-3.4	-0.1	-4.6	-2.1	-1.3	5.0	-0.7	-3.9
CCC(=O)N1c2ccc(S(=O)(=O)N3CCN(c4ccccc4Cl)CC3)cc2CC1C (stereo not drawn)	-4.1	2.2	7.5	0.5	-6.6	1.6	0.7	18.2	6.2	-7.4
COc1ccc2nc3ccccc3nc2c1N	11.7	1.3	3.3	0.8	-6.8	-2.6	-8.2	-7.5	6.1	-3.4
Cc1ccc(OCC(=O)Nc2ccncc2)cc1	-0.9	0.7	-4.5	0.6	-1.6	3.5	0.6	4.2	-1.5	-2.7
O=C(NCc1cccc(Cl)c1)c1ccc2c(c1)OCCO2	-3.9	2.4	2.2	0.4	7.0	-1.3	1.1	4.3	-3.8	-3.9
Cc1cccc(N2N=C(C(=O)N3CC(=O)Nc4ccccc43)CCC2=O)c1	-11.9	-0.3	1.6	0.5	4.8	2.0	-4.2	-17.1	6.2	-10.2
COCC1CCCCN1C(=O)C1CCN(c2nc(-c3ccccc3)nc3c2CCC3)CC1 (stereo not drawn)	-9.8	-1.5	5.9	0.8	8.6	3.0	1.8	-1.4	-4.1	9.1
O=C(C1CCC(CNc2nc(=S)[nH]c3ccccc23)CC1)N1CCN(c2ccc(F)cc2)CC1 (stereo not drawn)	-5.5	2.0	0.5	0.6	8.3	7.5	7.1	-0.3	6.4	-2.2
CCn1c(N2CCN(C(=S)Nc3ccc(OC)cc3)CC2)nc2ccccc21	-0.4	2.6	0.6	-0.1	6.7	-3.0	-0.3	-2.9	-0.2	-2.5
CCCSc1nc2ccccc2n1CC(=O)O	0.9	-0.2	-1.5	0.5	-8.1	-1.0	2.4	-1.2	1.0	5.1
CCCCN(CCCNC(=O)C1CCN(S(=O)(=O)N2CCOCC2)CC1)Cc1ccccc1	-8.1	0.0	10.1	-0.7	3.9	-0.4	2.1	7.8	-7.9	2.3
O=C(Cc1n[nH]c(=O)c2ccccc12)NCc1ccc(Cl)cc1	3.7	0.8	-3.1	0.1	-11.8	-1.0	-0.9	-3.7	-0.9	3.7
Cc1ccc(N2CCN(C(=O)c3nn(C)c4c3CS(=O)(=O)c3ccccc3-4)CC2C)cc1 (stereo not drawn)	-0.9	0.8	-7.8	0.2	-6.2	-0.3	1.9	5.9	-3.5	-0.2
Cc1nc(COC(=O)c2cc(O)c3ccccc3c2O)cs1	0.3	2.6	6.3	2.8	8.9	-2.6	0.5	-12.7	10.0	-5.4
CCOc1c(N2CC(C)OC(C)C2)c(=O)c1=O (stereo not drawn)	5.8	3.6	-7.6	-0.4	-3.2	-5.4	8.4	2.2	-2.8	-4.8
CC1(C(=O)OCC(=O)Nc2ccc(S(=O)(=O)N3CCOCC3)cc2)CC1(Cl)Cl (stereo not drawn)	-12.1	1.7	14.4	-0.5	11.2	2.9	2.9	-1.7	2.0	-3.0
Cc1ccc(C(=O)NCCN2CCOCC2)cc1S(=O)(=O)N1CCCCC1	2.1	2.8	6.9	-0.4	7.7	1.4	1.3	-4.4	-6.5	3.1
O=C(c1ccc(S(=O)(=O)NCc2ccco2)cc1)N1CCN(Cc2ccc3c(c2)OCO3)CC1	-15.8	-0.8	15.0	0.3	1.9	-2.5	-0.6	0.5	-2.7	-7.3
Cc1cc(NC(=O)CCCn2cnc([N+](=O)[O-])n2)no1	2.9	2.0	-13.6	0.6	17.1	-0.7	0.7	0.1	1.2	1.2
Clc1ccc(-n2cnc3c(Cl)ncnc32)cc1Cl	-2.6	-0.6	-8.6	0.3	-2.3	14.7	6.4	1.0	1.1	-3.0
CCCOc1nc2c(c(=O)n(C)c(=O)n2C)n1C	6.8	3.2	10.1	0.0	-2.8	0.6	4.8	6.7	1.6	7.3
Cc1cc(-c2ccccc2)n(-c2ccc(C(=O)N3CCN(c4ncccn4)CC3)cc2)n1	-8.9	-0.7	5.5	-0.1	4.0	-1.8	2.0	2.1	-6.8	-1.7
CCN1/C(=C/c2ccc3cccc(C)c3[n+]2CC)Sc2ccccc21	1.5	-7.5	14.0	-0.3	2.1	6.0	-1.2	0.7	-51.9	-2.7
CC1CCCCN1S(=O)(=O)c1ccc([N+](=O)[O-])cc1 (stereo not drawn)	7.0	0.9	-6.7	0.5	-3.9	-3.0	1.4	-2.0	-4.1	0.5
COc1ccc(-c2noc(CCC(=O)N3CCN(Cc4ccccc4)CC3)n2)cc1	-2.3	-1.2	2.8	0.5	-3.9	-3.6	-0.3	8.1	-3.6	-2.3
CCOC(=O)c1snc(C(=O)NC2CCCCC2)c1N	0.2	4.7	5.3	0.1	0.1	-3.9	6.1	-179.3	-7.3	4.2
COC(=O)[C@]1(Cc2ccccc2)N[C@H](CN(C)C(=O)C2CCCCC2)[C@@H]2C(=O)N(Cc3ccccc3)C(=O)[C@@H]21	1.4	-6.0	0.3	0.7	0.5	1.0	-4.2	-6.8	3.2	-1.7
Cc1ccc(-c2c3c(=O)n(C)c(=O)n(C)c3cn2N2CCOCC2)cc1	8.5	0.0	3.6	-0.2	-6.3	-10.7	-7.3	-8.6	-0.7	-6.2
COc1cccc(NC(=O)CN(C2=NC3CS(=O)(=O)CC3S2)c2cccc(C)c2)c1 (stereo not drawn)	-6.8	-2.6	4.8	0.7	5.8	-2.1	-2.5	2.3	4.8	1.1
O=C(NCC(=O)N(c1cccnc1)C(C(=O)NC1CCCC1)c1ccc(F)cc1)c1ccco1 (stereo not drawn)	0.8	/	0.3	0.1	3.9	1.6	-0.9	-6.9	-1.5	3.3
N#C/C(=C\c1ccc(O)c(O)c1)C(=O)N1CCCC1	-4.2	3.0	7.8	2.9	-0.1	1.8	1.0	-1.6	0.6	-1.8
COC(=O)c1ccc(Oc2ccc(S(=O)(=O)N3CCCCC3)cc2N)cc1	-6.3	-1.2	13.3	0.2	4.7	-0.7	3.3	10.2	-3.7	-4.4
CC12CCC(C(=O)N(CC3CO3)C1=O)C2(C)C (stereo not drawn)	0.7	-0.3	10.7	-0.3	7.1	4.7	6.7	-3.4	1.5	5.1
O=C(OCC(=O)N1N=C(c2ccc(Cl)cc2)CC1c1ccco1)c1ccco1 (stereo not drawn)	-1.8	2.0	6.2	0.0	18.5	0.3	16.7	-4.8	-4.0	0.8
Cc1ccc(-n2c(SCC(=O)Nc3ccc(OCc4ccccc4)cc3)nnc2-c2ccco2)cc1	-6.8	/	/	0.2	/	0.1	-1.2	-3.0	6.6	0.1
CC(C(=O)Nc1ccccc1)N(C)CCOc1ccc(Br)cc1 (stereo not drawn)	-9.7	0.8	-10.3	-0.2	-5.9	-0.9	6.7	9.8	-6.9	-1.1
O=C(COC(=O)Cc1c(F)cccc1Cl)Nc1nnc(-c2ccccc2)o1	-3.2	-0.5	5.0	-0.2	-7.7	-2.2	3.7	-1.5	14.1	-3.3
Cc1ccc(S(=O)(=O)NC(=O)Nc2ccc(F)c(F)c2)cc1	-1.4	-1.0	-4.8	0.1	-6.4	-1.7	2.9	3.9	4.7	-1.3
O=C(O)CCc1nn2c3ccccc3n(CC(=O)c3ccccc3)c2nc1=O	5.8	6.1	2.7	5.0	9.7	-0.6	4.2	-282.2	3.8	-5.3
CC(C)(C)C1CCC2(CC1)CC(=O)c1ccccc1O2 (stereo not drawn)	6.3	0.3	14.3	-0.2	-0.5	1.5	2.1	-3.9	-1.5	-1.9
CCc1nc(NCc2ccco2)c2oc3ccccc3c2n1	-5.8	0.9	-6.3	0.5	-0.1	-23.6	-13.3	-5.7	1.4	-6.8
CC1(C)N=C(N)N=C(N)N1c1cccc(C#N)c1	4.6	2.0	-11.8	-0.7	-10.5	-4.8	3.4	-11.5	0.5	15.6*

2 compounds picked at random from the list so far, as already listed:
SMILES	HGIII-sPLA2 inh	FXN GAA850 act	ASAP1 GAP inh	proKLK7 act	ARFGAP1 inh	GC-B act	GC-A act	ADAM10 inh	rCAG RNA binder	Tn6 DDE FP
Cc1ccc(S(=O)(=O)NC(=O)Nc2ccc(F)c(F)c2)cc1	-1.4	-1.0	-4.8	0.1	-6.4	-1.7	2.9	3.9	4.7	-1.3
Cc1ccc(-n2c(SCC(=O)Nc3ccc(OCc4ccccc4)cc3)nnc2-c2ccco2)cc1	-6.8	/	/	0.2	/	0.1	-1.2	-3.0	6.6	0.1
